Nrf2 ARE act: activators of Nrf2 (ARE) signaling | Potency, µM (titrated, usually from 46.1 µM), for inactives: at the highest dose activation, actives largely listed as activators | AREc32 ARE-luciferase reporter (MCF7-derived line), luminescence, 24 h | AID 624171 | 410,000 compounds, 0.31% hits; further: potency means the concentration at half of the fitted maximal effect; % of control where 0% means no effect; nearly all actives have a fitted effect of over 65% in size
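Each well held 1000 AREc32 cells, which were incubated with compound for 24 hr at 37 deg C after overnight attachment, and ARE reporter activity was quantified by firefly luciferase luminescence.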
MmCpn inh: blocks the Methanococcus maripaludis chaperonin Mm-Cpn; purified Mm-Cpn ATPase, ADP Transcreener TR-FRET; Potency, µM (series often up to 76.9 µM), for the others: at the highest dose activity, negative = inhibition, most hits filed as inhibitors; 330,000 compounds, 0.031% hits; further: potency means the concentration at half of the fitted maximal effect; on the % scale 0 is the no-effect control and ±100 the full control effect; nearly all actives have a fitted effect of over 80% in size
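Eu-cryptate anti-ADP/ADP-d2 competition gives a ratio inversely related to ADP. Enzyme at 25 nM was pre-exposed to compound for 10 min, then given 10 uM ATP for 30 min, 37°C throughout.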
A549 tox: A549 cytotoxicity, counter-screen for Nrf2 inhibitors | A549 ARE-Fluc cells, CellTiter-Fluor viability, 18-24 h | Potency, µM (top dose mostly 46 µM), inactives show at the highest dose activity change, negative = cytotoxicity, hits mostly inhibitors | 390,000 compounds, 0.16% hits; further: potency means the concentration at half of the fitted maximal effect; on the % scale 0 is the no-effect control and ±100 the full control effect
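A549 ARE_Fluc cells in 5% FBS OPTI-MEM were exposed to compounds in concentration-response for 18-24 h at 37 deg C. Viability was read by CellTiter-Fluor fluorescence (Ex 405/Em 525) after 30 min, before the luciferase read.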
Nrf2 block: inhibitors of Nrf2 signaling; A549 ARE-Fluc reporter, luciferase luminescence, 18-24 h; Potency, µM (titrated, usually from 46 µM), for inactives: top-dose activity change, negative = inhibition, most hits filed as inhibitors; 360,000 compounds, 2.1% hits; further: potency means the concentration at half of the fitted maximal effect; on the % scale 0 is the no-effect control and ±100 the full control effect; nearly all actives have a fitted effect of over 60% in size
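Concentration-response testing used A549 ARE_Fluc cells at 5000 cells/well. Following an 18-24 h compound incubation, viability was read by fluorescence (Ex 405/Em 525) and luciferase output by luminescence.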
pAkt inh: blocks phosphorylation of Akt; Neuro2A IGF-stimulated pAkt S473 HTRF, 20 min; active compounds read low; activity change, % for hits at 50 µM; 360,000 compounds, 0.32% hits; in the data active means activity change below about -80%; inconclusive means mostly about -51% to -80%; further: on the % scale 0 is the no-effect control and ±100 the full control effect
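Single-point screen (50 µM final compound) in Neuro2A cells stimulated 20 min with 6 nM IGF at 37 deg C. After lysis, Ser473-phosphorylated Akt read by HTRF (ex 330 nm, em 615/665 nm) as the 665/615 ratio.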
HepG2 viability: counter-screen for TGF-b inhibitors: cytotoxicity in HepG2 cells; HepG2 CAGA-GFP viability, ATP luminescence, 18 h; Potency, µM (top dose mostly 46.1 µM), for inactives: top-dose activity change, negative = cytotoxicity, hits mostly cytotoxic; 410,000 compounds, 0.76% hits; AID 588856; further: potency means the concentration at half of the fitted maximal effect; some results filed as inactive show a strong effect at the top dose
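CellTiter-Glo luminescence gave cytotoxicity after 18 hours at 37 degrees C. The cells were HepG2 CAGA-GFP in 1% FBS DMEM, stimulated with 500 pg/mL TGF-beta after compound addition. %Activity was normalised to no-cell wells (complete cell-killing) and DMSO (no toxicity), and curves were fitted and classified.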
CCT chaperon mod: changes cytosolic chaperonin activity | purified chaperonin ATPase assay, HTRF ADP detection, 30 min | activity change, % (concentration not given with the values), hits read low | 360,000 compounds, 0.3% hits | AID 651819; in the data active means activity change below about -30%; further: on the % scale 0 is the no-effect control and ±100 the full control effect
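TRiC (40 or 20 nM final, by batch activity) in 30 mM Tris pH 7.4, 100 mM KCl, 5 mM MgCl2, 1 mM DTT was treated with compound at 76 uM single dose, then 10 uM ATP, 30 min at 37 °C. ADP was read by HTRF Transcreener.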
TGFb inhibitor: TGF-b pathway inhibition; HepG2 CAGA-GFP TGF-b/SMAD3 reporter, GFP fluorescence, 18 h; TGF-beta stimulated, 500 pg/mL final; Potency, µM (highest dose often 46.1 µM), for inactives: at the highest dose activity, negative = inhibition, hits mostly inhibitors; 410,000 compounds, 1.2% hits; AID 588855; further: potency means the concentration at half of the fitted maximal effect; on the % scale 0 is the no-effect control and ±100 the full control effect; nearly all actives have a fitted effect of over 65% in size
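HEPG2 CAGA-GFP cells (1000/well, DMEM with 1% FBS) were pre-incubated 2 h at 37 degrees C, given compound by pin tool, then stimulated with TGF-beta at 500 pg/mL final for 18 h before per-cell GFP fluorescence imaging.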
S2 tox: reduces viability in counter-screen for ATXN expression inhibitors; Potency, µM (highest dose often 56.7 µM), usual class: cytotoxic; AID 651635; 400,000 compounds, 0.49% hits; S2 cells (HEK-293 line with an ATXN2-luciferase reporter) viability, CellTiter-Fluor protease fluorescence, 24 h; further: potency means the concentration at half of the fitted maximal effect; nearly all actives have a fitted effect of over 40% in size
* = called active by the depositor; i = inactive; ? = inconclusive; . = no result given; & = joins results of further samples; [ ] = another dose, or the depositor's remark. Unless noted, the call rests on the fitted dose curve; in most records, active means well fitted curve in the direction sought with a large enough effect; inconclusive means small, poorly fitted or top-dose-only effect, or another doubt; inactive means no such curve, though single readings can be large; an effect the other way counts as inactive or inconclusive.

SMILES | Nrf2 ARE act | MmCpn inh | A549 tox | Nrf2 block | pAkt inh | HepG2 viability | CCT chaperon mod | TGFb inhibitor | S2 tox
COc1ccc(C(=O)N(Cc2ccc(N(C)C)cc2)Cc2ccco2)cc1Cl | 0.4% | . | 2% | ? | . | -22% | . | . | .
CC(C)NC(=O)c1cc(-c2ccc3c(c2)OCO3)on1 | -0.3% | -2% | 4% | ? | i | -2% | -3.4 | 7% | i
CCC(=O)Oc1ccc(NC(=O)c2ccc(S(=O)(=O)N3CCCC3)cc2)cc1 | 5.3% | . | . | . | i | -19% | 1.1 | -7% | ?
CCCn1c(C(C)Nc2nc(-c3ccc(C)cc3)cs2)nc2ccccc21 (configuration not stated) | 0.2% | 0% | 0% | 24% | i | -16% | 1.6 | 11µM* | ?
COc1cc(/C=N\NC(=O)c2ccc(Cn3cc(Br)c([N+](=O)[O-])n3)o2)cc(OC)c1O | 3.1% | -1% | -1% | -10% | i | -15% | -2.4 | ? | i
O=C(CCC(=O)N1CCOc2ccccc21)NCc1cccs1 | -0.4% | . | 0% | 18% | . | 3% | . | 0% | i
COC(=O)c1c(-c2ccc(SC)cc2)sc2ccc(OC)cc12 | 11% | -11% | 11% | ? | i | -12% | -5.7 | -9% | i
C=CCn1c(SCC(=O)c2ccc(Br)cc2)nnc1C(C)NC(=O)Cc1ccc(OC)cc1 (configuration not stated) | 0.4% | -1% | 8% | 7% | i | 2% | 2.1 | 10% | i
O=C(CCSc1nc(-c2ccco2)cc(C(F)(F)F)n1)NCc1ccccn1 | 2.1% | -2% | -7% | -6% | i | -6% | 0.5 | -19% | i
CCN(C(=S)Nc1cccc2ccccc12)c1ccccc1 | 6.1% | . | . | . | i | -29% | -2.9 | -17% | i
O=C(CSc1ccccc1)Nc1ccccc1C(=O)O | 0.3% | . | -7% | ? | i | -25% | -1.3 | 4% | i
CCOC(=O)Cc1csc(NC(=O)COc2ccccc2)n1 | 1.7% | -3% | -1% | ? | i | 1% | -1.3 | -7% | i
COc1cccc(-n2c(=O)c3c(C)c(C)sc3n(CC(=O)Nc3ccccc3OC)c2=O)c1 | -0.8% | . | -10% | 3% | . | -2% | . | -1% | ?
Cc1cc(S(=O)(=O)NC2CCCCC2)c(C)s1 | -0.6% | 0% | -1% | 8% | i | 0% | -1.4 | -8% | i
S=c1[nH]nc(COc2ccccc2)n1/N=C/c1cccc(Cl)c1Cl | 6.5% | 1% | 21% | 11% | i | -35% | -1.8 | -26% | i
O=C(N/N=C/c1ccc(N2CCOCC2)cc1)c1ccncc1 | 3.4% | 0% | 1% | 8% | i | 0% | -0.9 | 2% | i
Cc1noc(C(=O)NCc2ccccc2)c1Cl | 0.8% | 1% | 20% | -14% | i | -13% | -0.4 | -2% | i
CN1CCN(c2ccc([N+](=O)[O-])cc2C(=O)N2CCOCC2)CC1 | 0.4% | 1% | -12% | 4% | i | 5% | 0.9 | 3% | i
Cc1cccn2c(=O)c(C=O)c(N3CCN(c4ccccc4)CC3)nc12 | 23% | 0% | -1% | -7% | i | 1% | -1.3 | ? | i
COCCCNC(=O)/C(C#N)=C/c1ccc(OCC(=O)O)c(OC)c1 | -0.8% | 2% | -2% | 13% | i | -10% | 0.7 | 4% | i

Overlap with the part before: 2 entries, followed by the next part.
SMILES | Nrf2 ARE act | MmCpn inh | A549 tox | Nrf2 block | pAkt inh | HepG2 viability | CCT chaperon mod | TGFb inhibitor | S2 tox
Cc1cccn2c(=O)c(C=O)c(N3CCN(c4ccccc4)CC3)nc12 | 23% | 0% | -1% | -7% | i | 1% | -1.3 | ? | i
COCCCNC(=O)/C(C#N)=C/c1ccc(OCC(=O)O)c(OC)c1 | -0.8% | 2% | -2% | 13% | i | -10% | 0.7 | 4% | i
COC(=O)c1cc(NC(=O)C23CCC(C)(C(=O)O2)C3(C)C)cc(C(=O)OC)c1 (configuration not stated) | -0.7% | 1% | -1% | 8% | i | -3% | -1.7 | 2% | ?
C#CCSc1nnc(-c2sc3ccccc3c2Cl)o1 | 4.5µM* | -6% | -4% | ? | i | -8% | -0.3 | -20% | i
CCC(C)(C(=O)NC1CCCCC1)N(C(=O)CC1NC(=O)NC1=O)c1c(C)n(C)n(-c2ccccc2)c1=O (configuration not stated) | -1.1% | 1% | -1% | 3% | i | -23% | -10 | -1% | ?
OCC[C@@H]1NCc2cc(CO)cc(-c3ccccc3)c21 | -0.9% | . | 1% | 3% | i | -7% | -0.8 | -9% | i
Cc1ccc(NC(=O)COC(=O)c2cc(-c3cccs3)nn2-c2ccccc2)cc1[N+](=O)[O-] | 0.2% | 0% | 1% | 0% | i | -1% | -2.5 | 7% | i
O=C(O)CNC(=S)N(Cc1ccccc1F)C1CCCCC1 | 0.2% | 2% | 1% | 4% | i | 0% | -23 | -2% | i
O=C(O)C1CCCN(S(=O)(=O)c2cccc3cccnc23)C1 (configuration not stated) | -1.3% | 0% | 4% | -8% | i | 14% | -2.5 | -5% | i
Cc1cccc(N2CCN(c3ncnc4c3nc3n4CCCCC3)CC2C)c1 (configuration not stated) | -4.0% | . | 16µM* | 18µM* | . | -85% | . | ? | .
NC(=O)CN1CCCN(S(=O)(=O)c2ccc(Br)cc2)CC1 | -0.1% | 1% | -1% | -12% | i | 6% | -1.4 | -5% | i
CCSc1nnc(NC(=O)c2cc(C)on2)s1 | 0.4% | -1% | -4% | 12% | i | -10% | -2.8 | -27% | i
CCN(/N=C/c1ccc(Cl)cc1)c1cc(=O)n(C)c(=O)[nH]1 | 3.9% | -1% | 9% | -29% | i | -11% | -1.3 | -22% | i
O=C(Cn1cccn1)c1ccccc1 | -0.5% | -2% | -1% | 10% | i | 18% | -3.1 | -13% | i
O=C(CSc1nc2ccccc2n1Cc1c(F)cccc1Cl)N1CCN(c2ccc(F)cc2)CC1 | 0.1% | . | -14% | ? | . | 4% | . | -20% | i
CCCNC(=O)c1cccc(Cn2nc(C)c(Br)c2C)c1 | -0.2% | 0% | -4% | -18% | i | -6% | 0.3 | 4% | i
COc1ccc(-c2[nH]ncc2/C=C(/C#N)C(=O)NC2CCCCCC2)cc1 | 0.8% | -1% | ? | ? | i | -101% | -2.5 | 0% | ?
CN(C)CCC(=O)c1ccc2c(c1)OCO2 | ? | 1% | 1% | 8% | i | -77% | -0.6 | ? | i
Cn1cnc2c1c(=O)n(Cc1c(Cl)cccc1Cl)c(=O)n2C | 0.1% | -1% | -12% | 0% | i | 6% | 0.1 | ? | i
O=C(CSc1ccc([N+](=O)[O-])cn1)Nc1cc(C(F)(F)F)ccc1N1CCOCC1 | 0.7% | 1% | -5% | -14% | i | 5% | -0.8 | 5% | ?
CCc1ccc2oc(-c3ccc(C)c(NC(=O)/C=C/c4ccco4)c3)nc2c1 | 27% | . | -1% | ? | . | -13% | . | 3% | i
Oc1[nH]c2ccccc2c1N=Nc1ccccn1 | ? | . | -10% | ? | i | -19% | -0.7 | -15% | i
CCOC(=O)C(=O)Nc1c(C(=O)Nc2cccc(F)c2)oc2ccccc12 | -0.3% | . | 1% | 13% | . | 0% | . | -9% | i
Cc1ccc(NC(=O)CSc2nnc(-c3ccco3)c(-c3ccco3)n2)cc1 | ? | -11% | ? | ? | i | -1% | -1.8 | -27% | i
O=C(CN1CCN(Cc2ccccc2F)C1=O)NCCN1CCOCC1 | -0.8% | 1% | -2% | -8% | i | 2% | 0.3 | ? | i
COc1ccc(N2CCN(CCCNC(=O)c3cc(Nc4ccc(OC)cc4OC)nc4ccccc34)CC2)cc1 | -0.2% | . | ? | . | . | -17% | . | -17% | ?
CC(=O)N=Cc1c(C)c(C#N)c(=O)n(C)c1O | -0.3% | -1% | 0% | 4% | i | -3% | -1.1 | -4% | i
CN1CCN(NC(=O)c2ccccc2F)CC1 | 2.8% | 1% | -1% | . | i | 8% | 0.6 | 7% | i
COc1ccc(NC(=S)NCc2cccs2)c(OC)c1 | -0.4% | 0% | -2% | -4% | i | -3% | 2.0 | 0% | i
Cc1nnc(SCC(=O)NNC(=O)c2ccc(Cl)cc2)s1 | 0.8% | 4% | -2% | -2% | i | 15% | -2.6 | 4% | i
N#Cc1cnn2c(=O)[nH]cnc12 | -1.2% | . | . | . | i | 9% | -1.4 | -3% | i
CN(C)c1ccc(/C=N/NC(=O)c2ccccc2O)o1 | 2.2% | 2% | -2% | 9% | i | -3% | 0.3 | -2% | i
COC(=O)c1ccccc1NC(=O)N1CCN(c2ccccc2F)CC1 | 2.0% | 3% | 10% | -1% | i | 7% | 0.4 | -1% | i
CCOC(=O)c1cnc2c(C)c(Cl)ccc2c1NCCc1ccc(OC)c(OC)c1 | 5.7% | . | -15% | -2% | . | 0% | . | -25% | ?
CN(C)CCNC(=O)c1ccc2nc([C@@H]3O[C@H](CO)[C@H](O)[C@H](O)[C@H]3O)[nH]c2c1 | -0.4%[9.22 µM] | . | . | . | i | -6% | -0.1 | 14% | i
CCOC(=O)c1ccc(N=c2sc(C(=O)OC)cc(=O)n2CCCN2CCOCC2)cc1 | ? | -1%&-1% | -3%&-3% | ? | i | -45%&-47% | -1.3&-0.8 | ? | ?
Cc1ccc(-n2c(C)cc(C(=O)OCC(=O)N3CCOCC3)c2C)cc1 | -0.4% | -6% | 1% | 16% | i | 5% | -8.4 | -4% | i
CCc1cn(S(=O)(=O)c2ccccc2OC)nc1N | 0.1% | 0% | 6% | 16% | i | 2% | -4.2 | -4% | ?
COc1ccc(C(=O)OCC(=O)NCC2CCCO2)cc1 (configuration not stated) | 0.0% | -5% | 6% | 1% | i | 1% | -4.4 | ? | i
CCOc1ccc(NC(=O)Cn2c(=O)oc3ccccc32)cc1 | -0.2% | 1% | 3% | 4% | i | 16% | -1.2 | -1% | ?

Screening results from PubChem.
